# Chronic BCR inh: blocks chronic active B-cell receptor signaling; Potency, µM (top dose mostly 46.1 µM), for inactives: top-dose ratio change, negative = lower green/red ratio, most hits filed as inhibitors; 0.05% of 340,000 active; AID 493014; ABC-DLBCL IkBa-CBG/CBR reporter, luminescence ratio, 4 h; active = well fitted inhibition curve with a large enough effect in the signal ratio, with a control signal flat, not every such curve was filed as active; inconclusive = small, poorly fitted or top-dose-only effect, or effect the other way, or a change in a side signal; the % refers to the signal ratio;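 note: potency is the fitted concentration of half-maximal effect; plate controls were basal doxycycline-induced cells for no effect and cells given 10 µM MG132 for full effect; MG132 reads +100%, hits lower the ratio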
#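 Compounds up to 46 uM were incubated four hours with TMD8 cells whose green CBG68 luciferase is fused to IkappaBalpha; red CBR luminescence normalised the signal, and concentration-effect curves were fitted to fusion, red and ratio data.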
# Eya2 inh: inhibitors of human Eya2 phosphatase activity | O00167 | recombinant Eya2, OMFP fluorescence dephosphorylation (OMFP is methylfluorescein phosphate) | Potency, µM (top dose mostly 76.9 µM), without a hit: at the highest dose activity, negative = inhibition, hits mostly inhibitors | 0.006% of 330,000 active | AID 488837; note: potency is the fitted concentration of half-maximal effect
#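 Eya2 (0.2 uM) preincubated 10 min at ambient with compound, then OMFP substrate added at 50 uM; 10 min reaction in 50 mM HEPES pH 7.5, 50 mM NaCl, 5 uM MgCl2, 0.05% BSA, 1 mM DTT. Fluorescence read at Ex 485/Em 525 nm.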
# Giardia kill: Giardia lamblia killing. 0.15% of 340,000 active. activity change, % at 7.66 µM, hits read low. Giardia lamblia trophozoite viability; in the data active = activity change below about -80%; inconclusive = between about -30% and that limit;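 note: parasites exposed to compound for two days anaerobically before the ATP read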
#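 Viability, read as ATP luminescence: trophozoites at 100 cells/well, compound added, 48 hrs anaerobic at 37 deg C, then 15-30 min room-temperature development before reading.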
# USP2a block: blocks human ubiquitin-specific protease USP2a. O75604. USP2 core, Ub-CHOP2 coupled fluorogenic reporter, 485/531. Potency, µM (top dose mostly 38.3 µM), for inactives: at the top dose activity change, negative = inhibition, usual class: inhibitors. 0.01% of 330,000 active. AID 463254;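 note: potency is the fitted concentration of half-maximal effect; plate controls were DMSO wells for no effect and full inhibition by NEM control for full effect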
#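 USP2 core (10nM final) preincubated 30min RT with compound in 20mM Tris-HCl pH 8.0, 2mM CaCl2, 2mM beta-mercaptoethanol, 0.05% CHAPS; 25nM Ub-CHOP2 plus 25nM reporter substrate added, fluorescence (Ex485/Em531) read after 60min.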
# KCNH2 3.1 block: KCNH2 3.1 (human) potassium channel inhibition; U2OS KCNH2 3.1, thallium flux FluxOr; stronger effect = lower value; activity change, % (tested at about 1.8 µM); 0.95% of 340,000 active;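 active = maximum activity change below -70%; inconclusive = maximum activity change from -70% to -50%; inactive = maximum activity change above -50%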;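 note: thallium influx rate constant from kinetic fluorescence after stimulation buffer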
#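 Virally transduced U2OS (3.1 isoform, 4 h infection in dark at RT) → overnight 37 C → FluxOr + Red40 in HBSS/HEPES, 45 min → stimulation buffer, 2 min kinetic read → rate constant vs DMSO controls.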
# FBPA coupling cs: coupling enzyme interference in Giardia aldolase counter-screen; coupling enzyme system counterscreen, AmpLite Red fluorescence; activity change, negative = inhibition, % at 58.2 µM, hits read low; 0.67% of 290,000 active; AID 2472; in the data active = activity change below about -30%
#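 First, compound is pin-transferred into glyceraldehyde-3-phosphate coupling-enzyme reagent at 57.5 uM final and held 10 min at RT. Next, substrate, coupling system and AmpLite Red are added. After 20 min RT, fluorescence (525/598 nm) is read.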
# GALK inhibitor: blocks human galactokinase activity; Purified GALK, Kinase-Glo residual ATP luminescence; Potency, µM (doses to about 57.5 µM), inactives show at the top dose activity change, negative = inhibition, usual class: inhibitors; 0.007% of 270,000 active; AID 1868; note: potency is the fitted concentration of half-maximal effect
#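 Kinase-Glo Plus luminescence measured ATP left after a 1 h room-temperature reaction. The reaction used 5 nM GALK, 100 uM galactose and 35 uM ATP at pH 8.0 (20 mM HEPES, 5 mM MgCl2, 60 mM NaCl, 1 mM DTT, 0.01% BSA).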
# hERG WT inh: inhibitors of human wildtype KCNH2 potassium channel; 0.37% of 340,000 active; activity change, % at 1.84 µM; AID 720551; U2OS, BacMam KCNH2, thallium flux FluxOr; stronger effect = lower value;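 active = maximum activity change below -70%; inconclusive = maximum activity change between -70% and -50%; inactive = maximum activity change above -50%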
# Target sequence (Q12809 whole entry, looked up): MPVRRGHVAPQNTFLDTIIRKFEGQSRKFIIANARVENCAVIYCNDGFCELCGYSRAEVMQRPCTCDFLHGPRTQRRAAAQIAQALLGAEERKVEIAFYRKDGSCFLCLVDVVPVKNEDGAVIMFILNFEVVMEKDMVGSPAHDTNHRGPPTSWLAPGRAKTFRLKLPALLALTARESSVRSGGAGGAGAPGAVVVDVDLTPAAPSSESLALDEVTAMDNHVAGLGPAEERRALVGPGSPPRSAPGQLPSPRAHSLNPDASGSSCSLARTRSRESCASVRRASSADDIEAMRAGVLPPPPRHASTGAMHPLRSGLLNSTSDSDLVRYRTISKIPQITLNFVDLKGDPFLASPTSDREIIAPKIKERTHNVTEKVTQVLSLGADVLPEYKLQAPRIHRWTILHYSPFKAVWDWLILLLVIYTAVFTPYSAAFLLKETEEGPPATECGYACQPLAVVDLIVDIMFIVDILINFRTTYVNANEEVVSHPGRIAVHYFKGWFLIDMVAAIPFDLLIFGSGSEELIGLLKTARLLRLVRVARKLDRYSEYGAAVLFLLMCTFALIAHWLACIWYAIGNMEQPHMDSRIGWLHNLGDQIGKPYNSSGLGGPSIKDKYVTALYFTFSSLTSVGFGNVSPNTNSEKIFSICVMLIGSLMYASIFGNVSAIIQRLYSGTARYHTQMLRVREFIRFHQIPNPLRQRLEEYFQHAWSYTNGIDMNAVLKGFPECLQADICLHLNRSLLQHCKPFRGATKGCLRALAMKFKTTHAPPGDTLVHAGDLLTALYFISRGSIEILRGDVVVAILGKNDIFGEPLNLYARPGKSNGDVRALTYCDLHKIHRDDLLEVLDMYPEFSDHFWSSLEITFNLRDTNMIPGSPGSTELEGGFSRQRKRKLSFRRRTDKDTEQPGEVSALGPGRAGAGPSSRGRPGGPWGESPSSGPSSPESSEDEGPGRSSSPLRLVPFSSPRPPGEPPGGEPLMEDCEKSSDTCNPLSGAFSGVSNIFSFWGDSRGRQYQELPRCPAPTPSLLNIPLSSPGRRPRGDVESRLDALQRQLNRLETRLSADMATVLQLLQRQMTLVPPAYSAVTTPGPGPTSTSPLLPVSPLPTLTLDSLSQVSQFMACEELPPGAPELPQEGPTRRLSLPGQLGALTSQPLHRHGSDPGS
#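 U2OS cells were transduced with wild-type KCNH2 virus (2.03 x 10^8 / mL) for 4 h at room temperature, then cultured overnight at 37 C. Thallium flux was read with FluxOr dye. Rate constants were normalized to DMSO controls.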
# B2AR arrestin: beta2AR (human) beta-arrestin recruitment activity. beta-arrestin recruitment to beta2AR, cell-based reporter. Potency, µM (doses to about 46.1 µM), for the others: at the highest dose activation, hits mostly activators. 0.02% of 330,000 active. AID 492947;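 note: potency is the fitted concentration of half-maximal effect; 0% = DMSO controls and full agonism = EC100 isoproterenol or metaproterenol; nearly all actives have a fitted effect of over 65% in size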
# PKM2 activator: activators of human pyruvate kinase M2; P14618; purified PKM2, Kinase-Glo ATP luminescence, activation; response scale: 0% is enzyme alone, no compound; Potency, µM (titrated, usually from 57.5 µM), for the others: top-dose activation, usual class: activators; 0.34% of 260,000 active; AID 1631; note: potency is the fitted concentration of half-maximal effect; nearly all actives have a fitted effect of over 55% in size
#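 Kinase-Glo luminescence reports ATP generated from ADP (0.1 mM) and PEP (0.5 mM) by purified hPK-M2 after 1 h at room temperature, pH 7.2 imidazole buffer; intermediate enzyme activity allows detecting inhibitors and activators.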
# uPA surface inh: inhibitors of cell surface uPA generation; cell surface uPA generation assay, qHTS; Potency, µM (highest dose often 38.3 µM), for inactives: at the highest dose activity change, negative = inhibition, hits mostly inhibitors; 0.31% of 330,000 active; AID 540303; active = well fitted inhibition curve with a large enough effect; inconclusive = small, poorly fitted or top-dose-only effect; inactive = no such curve, though single readings can be large or run the other way; tested in mouse RAW 264.7 cells; note: potency is the fitted concentration of half-maximal effect; nearly all actives have a fitted effect of over 55% in size
# Active calls of the source: *; ? = inconclusive; nt = not tested or not shown. Unless noted, calls come from the whole dose curve; as a rule, active = well fitted curve in the direction sought with a large enough effect; inconclusive = small, poorly fitted or top-dose-only effect, or another doubt; inactive = no such curve, though single readings can be large; an effect the other way counts as inactive or inconclusive. Unless noted, % is set by controls: 0 for no effect and ±100 for the full control effect. No enrichment for hits; 2.4% or so of the library scored in one or more.
[1] Cc1cccn2c(=O)c(/C=C(\C#N)S(=O)(=O)c3ccccc3)c(N3CCCCC3)nc12
[2] CCCCC[C@H](O)/C=C/[C@@H]1[C@@H](C/C=C\CCCC(=O)OC)[C@@H](O)C[C@H]1O
[3] O=C(NCc1ccccc1F)c1ccc(S(=O)(=O)NCc2ccco2)cc1
[4] COc1cc(Cn2c(C(=O)O)cc3sccc32)cc(OC)c1OC
[5] Cn1c(SCC(=O)NCCc2ccccc2)nnc1-c1ccco1
[6] O=C1C=C(c2cccc(Cl)c2)C[C@@H](c2ccc(Cl)cc2)C1
[7] Cc1ccc2oc(C(=O)Nc3ccc(S(=O)(=O)Nc4onc(C)c4C)cc3)cc(=O)c2c1
[8] N#Cc1ccc(COC(=O)c2cnc3ccccc3n2)cc1
compound no.,1,2,3,4,5,6,7,8
Chronic BCR inh,?,?,-5%,?,-3%,11%,-5%,-10%
Eya2 inh,1%,-2%,20%,3%,19%,-1%,-8%,18%
Giardia kill,-12,-7,-13,-25,2,?,4,0
USP2a block,2%,-2%,3%,-1%,5%,2%,3%,1%
KCNH2 3.1 block,11,14,9,-3,-4,-2,1,-25
FBPA coupling cs,2,-5,nt,1,1,nt,nt,3
GALK inhibitor,10%,-17%,nt,0%,-1%,nt,2%,-2%
hERG WT inh,-1,-9,-1,-5,-1,7,-2,-11
B2AR arrestin,-0.4%,-1.2%,0.1%,0.1%,-0.5%,0.1%,0.4%,-0.5%
PKM2 activator,0%,-26%,nt,0%,-2%,nt,nt,nt
uPA surface inh,0%,-4%,1%,0%,0%,1%,2%,-2%

# 4 records picked at random from those above:
[7] Cc1ccc2oc(C(=O)Nc3ccc(S(=O)(=O)Nc4onc(C)c4C)cc3)cc(=O)c2c1
[4] COc1cc(Cn2c(C(=O)O)cc3sccc32)cc(OC)c1OC
[5] Cn1c(SCC(=O)NCCc2ccccc2)nnc1-c1ccco1
[6] O=C1C=C(c2cccc(Cl)c2)C[C@@H](c2ccc(Cl)cc2)C1
compound no.,7,4,5,6
Chronic BCR inh,-5%,?,-3%,11%
Eya2 inh,-8%,3%,19%,-1%
Giardia kill,4,-25,2,?
USP2a block,3%,-1%,5%,2%
KCNH2 3.1 block,1,-3,-4,-2
FBPA coupling cs,nt,1,1,nt
GALK inhibitor,2%,0%,-1%,nt
hERG WT inh,-2,-5,-1,7
B2AR arrestin,0.4%,0.1%,-0.5%,0.1%
PKM2 activator,nt,0%,-2%,nt
uPA surface inh,2%,0%,0%,1%

# The list continues.
[9] COc1ccc(N(CC(=O)N2CCCCC2)S(=O)(=O)c2c(C)nn(C)c2C)cc1
[10] O=C(Nc1cc(NC(=O)c2ccccc2F)ccc1Cl)c1ccccc1
[11] O=C(Nc1ccccc1Cl)C1CCN(S(=O)(=O)c2cccc3nonc23)CC1
[12] C=C(C)C1Cc2c(C)nn(-c3cccc4ccccc34)c2C1 (configuration not stated)
[13] CC(C)C1CC(c2csc(N)n2)CCO1 (configuration not stated)
[14] CC1CCC2(CC1)NC(CO)(CO)CO2 (configuration not stated)
[15] FC(F)(F)c1cccc(-c2cc(C3CCNCC3)[nH]n2)c1
[16] O=c1[nH]c(CN2CCN(c3ccc(F)cc3)CC2)nc2ccccc12
compound no.,9,10,11,12,13,14,15,16
Chronic BCR inh,-1%,-10%,?,10%,-3%,5%,-7%,6%
Eya2 inh,-3%,3%,7%,-8%,4%,-7%,-4%,4%
Giardia kill,-15,?,10,22,11,4,-12,5
USP2a block,3%,7%,0%,-7%,-3%,-3%,2%,3%
KCNH2 3.1 block,4,3,-2,-1,0,3,-6,-8
FBPA coupling cs,5,0,7,4,2,4,2,-1
GALK inhibitor,2%,0%,-1%,2%,-1%,2%,4%,0%
hERG WT inh,2,-6,-15,0,-1,-7,3,-21
B2AR arrestin,0.4%,0.3%,0.1%,-1.0%,-0.2%,-0.3%,0.1%,-0.4%
PKM2 activator,-20%,nt,-4%,3%,1%,?,nt,-1%
uPA surface inh,?,1%,11%,0%,-2%,2%,-5%,-3%

[17] COC(=O)[C@H](Cc1ccccc1)N(Cc1ccccc1)S(=O)(=O)N(Cc1ccccc1)[C@@H](Cc1ccccc1)C(=O)OC
[18] CC12CCC(=O)N1C(C(=O)Nc1cccc(F)c1)CS2 (configuration not stated)
[19] Cc1nc2nc3c(c(=O)n2[nH]1)CCCC3
[20] COc1cc(NS(=O)(=O)c2csc(C(N)=O)c2)cc(OC)c1
[21] O=C(NC1CC1)C1=C[C@H](c2csc3ccccc23)C[C@H](OCCCCO)O1
[22] COc1cccc(-c2noc(-c3ccc(Cl)nc3)n2)c1
[23] CC(C)(C)C(=O)Cn1nc(Cl)nc1Cl
[24] N#CC(C(=O)C1CCCCC1)c1nc2ccccc2[nH]1 (configuration not stated)
compound no.,17,18,19,20,21,22,23,24
Chronic BCR inh,4%,2%,4%,1%,0%,?,-5%,?
Eya2 inh,-6%,-1%,-2%,-2%,4%,4%,27%,7%
Giardia kill,-8,8,-13,-30,-9,10,1,-18
USP2a block,5%,2%,1%,2%,1%,2%,2%,6%
KCNH2 3.1 block,21,-8,-8,-2,11,1,-3,-11
FBPA coupling cs,nt,nt,2,0,-2,-1,6,-3
GALK inhibitor,nt,-3%,3%,nt,0%,1%,1%,-2%
hERG WT inh,-3,-2,-7,-1,-1,20,-10,2
B2AR arrestin,0.1%,-0.7%,0.5%,0.0%,-1.0%,0.3%,-0.1%,-0.2%
PKM2 activator,nt,-3%,-10%,nt,7%,-2%,-10%,3%
uPA surface inh,11%,5%,-1%,0%,2%,-4%,-4%,3%

# Part of the list above, with bars between the fields:
cpd | SMILES | Chronic BCR inh | Eya2 inh | Giardia kill | USP2a block | KCNH2 3.1 block | FBPA coupling cs | GALK inhibitor | hERG WT inh | B2AR arrestin | PKM2 activator | uPA surface inh
21 | O=C(NC1CC1)C1=C[C@H](c2csc3ccccc23)C[C@H](OCCCCO)O1 | 0% | 4% | -9 | 1% | 11 | -2 | 0% | -1 | -1.0% | 7% | 2%
22 | COc1cccc(-c2noc(-c3ccc(Cl)nc3)n2)c1 | ? | 4% | 10 | 2% | 1 | -1 | 1% | 20 | 0.3% | -2% | -4%
23 | CC(C)(C)C(=O)Cn1nc(Cl)nc1Cl | -5% | 27% | 1 | 2% | -3 | 6 | 1% | -10 | -0.1% | -10% | -4%

# (listing goes on)
[25] O=S(=O)(c1ccccc1C(F)(F)F)N1CCC(n2cnc3ccccc32)CC1
[26] O=C(C#Cc1cccc([N+](=O)[O-])c1)c1ccccc1
[27] O=C(/C=C/c1ccccc1Cl)NC(=S)Nc1ccccc1C(=O)NC1CCCCC1
[28] CCCCNc1c(-c2ccc(OC)c(Sc3ccc(OC)cc3)c2)nc2cnccn12
[29] O=C1CCCS(=O)(=O)c2ccccc21
[30] CC1=CCC(C(=O)O)(C(=O)N/N=C/c2cccnc2)C(c2ccccc2)C1 (configuration not stated)
[31] CCOC(=O)C1CCCN(Cc2nc(Cc3cccc(F)c3)no2)C1 (configuration not stated)
[32] CCc1nn(C(CC)C(=O)NCc2cccs2)c(=O)c2cc3occc3n12 (configuration not stated)
compound no.,25,26,27,28,29,30,31,32
Chronic BCR inh,-16%,?,?,-13%,7%,-11%,14%,-5%
Eya2 inh,1%,-6%,?,-24%,-2%,0%,-6%,4%
Giardia kill,4,nt,-9,-8,14,5,1,5
USP2a block,3%,3%,-1%,4%,-2%,1%,-1%,4%
KCNH2 3.1 block,2,nt,7,0,-4,17,-1,14
FBPA coupling cs,1,1,3,nt,1,-3,0,0
GALK inhibitor,4%,-2%,-2%,nt,4%,-2%,0%,8%
hERG WT inh,1,nt,5,14,-11,-2,-1,6
B2AR arrestin,0.2%,-0.2%,-0.3%,-0.1%,0.1%,-0.1%,0.2%,-1.1%
PKM2 activator,12%,21%,2%,nt,1%,-3%,-10%,nt
uPA surface inh,-4%,nt,-11%,?,2%,1%,14%,0%

[33] Cc1cc2nnn(-c3nnc(-c4ccccc4)c4ccccc34)c2cc1C
[34] Cc1nc2cc(NC(=O)COc3ccccc3C#N)ccc2n1-c1ccccc1
[35] CCOC(=O)C1CCN(C(=O)/C(C)=C\c2ccccc2)CC1
[36] CC1(C)NC(=O)N(CCCCOc2cccc(C(F)(F)F)c2)C1=O
compound no.,33,34,35,36
Chronic BCR inh,?,-17%,7%,-12%
Eya2 inh,12%,-5%,4%,-6%
Giardia kill,-6,-4,5,-25
USP2a block,0%,1%,1%,1%
KCNH2 3.1 block,10,1,-9,-11
FBPA coupling cs,3,6,3,0
GALK inhibitor,0%,3%,-1%,1%
hERG WT inh,1,2,-4,-11
B2AR arrestin,0.2%,-1.1%,0.3%,-0.7%
PKM2 activator,-1%,1%,-6%,-4%
uPA surface inh,0%,4%,-3%,nt
